Source: PubChem BioAssay (Sanford-Burnham Center for Chemical Genomics)
APOBEC3A inh = human APOBEC3A DNA deaminase inhibition | inhibition, % at 20 µM | AID 493011 | 330,000 tested, 0.41% active | P31941 | recombinant A3A, FAM/TAMRA ssDNA deamination fluorescence;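 active means at least 40% inhibition at 20 µM here, with at most 30% in a related deaminase screen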;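 further: plate controls were A3A with DMSO for no effect and wells lacking A3A enzyme for full effect; some results filed as inactive read as strong as hits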
Target sequence (P31941 whole entry, looked up): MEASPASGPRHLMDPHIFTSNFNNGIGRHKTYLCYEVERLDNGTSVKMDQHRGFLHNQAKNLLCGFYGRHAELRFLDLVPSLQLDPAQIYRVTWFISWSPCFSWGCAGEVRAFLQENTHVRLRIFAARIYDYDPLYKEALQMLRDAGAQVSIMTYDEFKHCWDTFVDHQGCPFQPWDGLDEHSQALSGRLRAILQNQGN
hIAP act = increases human intestinal alkaline phosphatase activity. activation factor at 10 µM. AID 2524. purified human IAP, CDP-Star luminescence, 30 min; hits give high values; 1 = vehicle-only enzyme, 0 = enzyme-free background. 330,000 tested, 0.16% active;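 active means activation factor of the enzyme at least 2-fold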; further: the source names both 10 and 20 µM as test concentration; values of inactives mirror those of a sister screen read the other way
mIAP activ = mouse IAP activation; muIAP, CDP-Star luminescence, 30 min; hits give high values; 1 = vehicle-only enzyme signal, 0 = enzyme-free wells; activation factor at 10 µM; 330,000 tested, 0.24% active; AID 2805;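 active means activation factor of at least 2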; further: the source names both 10 and 20 µM as test concentration; values of inactives mirror those of a sister screen read the other way
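also added = chemiluminescent substrate CDP-Star | test system = mouse IAP enzyme | signal = chemiluminescence readout | compound = DMSO-dissolved test compounds | incubation = 30 min at room temperature | benchmarks = DMSO wells, no-enzyme wells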
hIAP block = human IAP inhibition | 330,000 tested, 0.12% active | purified IAP, CDP-Star luminescence, 30 min | inhibition, % at 10 µM | AID 2544 | P09923;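 active means inhibition reaching a set limit with compound at 10 µM in the primary screen, cut at about 35% in these data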;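 further: plate controls were DMSO wells with enzyme for no effect and no-enzyme buffer wells for full effect; values of inactives mirror those of a sister screen read the other way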
ATG4B inhibitor = blocks human ATG4B protease cleavage of LC3 substrate; Q9Y4P1; ATG4B cleavage of LC3-PLA2, NBD-HPC fluorescence, 1 h; inhibition, % at 8.33 µM; 340,000 tested, 0.51% active; in the data active means inhibition above about 40%
PfGluPho inh = PfG6PD (Plasmodium falciparum) enzyme inhibition | PfGluPho enzyme, NADPH resazurin-diaphorase fluorescence | inhibition, % at 20 µM | 350,000 tested, 0.78% active;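 active means inhibition reaching at least a set limit at 20 µM in the primary screen, cut at about 59% in these data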;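 further: 0% = DMSO wells with substrate and 100% = DMSO wells lacking glucose-6-phosphate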
mIAP inh = mouse IAP inhibition | purified mouse IAP, CDP-Star luminescence, 30 min | 330,000 tested, 0.2% active | AID 2806 | inhibition, % at 10 µM;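 active means inhibition of at least 40% at 10 µM in the primary screen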;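 further: plate controls were DMSO with enzyme for no effect and no enzyme wells for full effect; values of inactives mirror those of a sister screen read the other way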
HKDC1 inhibitor = inhibitors of human hexokinase HKDC1. recombinant HKDC1, G6PDH/diaphorase resazurin coupled fluorescence. inhibition, % at 20 µM. 340,000 tested, 0.16% active;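 active means inhibition above about 35% when tested at 20 µM, limit read from the data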;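 further: plate controls were DMSO wells with enzyme for no effect and DMSO wells lacking enzyme for full effect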
Target sequence (Q2TB90 whole entry, looked up): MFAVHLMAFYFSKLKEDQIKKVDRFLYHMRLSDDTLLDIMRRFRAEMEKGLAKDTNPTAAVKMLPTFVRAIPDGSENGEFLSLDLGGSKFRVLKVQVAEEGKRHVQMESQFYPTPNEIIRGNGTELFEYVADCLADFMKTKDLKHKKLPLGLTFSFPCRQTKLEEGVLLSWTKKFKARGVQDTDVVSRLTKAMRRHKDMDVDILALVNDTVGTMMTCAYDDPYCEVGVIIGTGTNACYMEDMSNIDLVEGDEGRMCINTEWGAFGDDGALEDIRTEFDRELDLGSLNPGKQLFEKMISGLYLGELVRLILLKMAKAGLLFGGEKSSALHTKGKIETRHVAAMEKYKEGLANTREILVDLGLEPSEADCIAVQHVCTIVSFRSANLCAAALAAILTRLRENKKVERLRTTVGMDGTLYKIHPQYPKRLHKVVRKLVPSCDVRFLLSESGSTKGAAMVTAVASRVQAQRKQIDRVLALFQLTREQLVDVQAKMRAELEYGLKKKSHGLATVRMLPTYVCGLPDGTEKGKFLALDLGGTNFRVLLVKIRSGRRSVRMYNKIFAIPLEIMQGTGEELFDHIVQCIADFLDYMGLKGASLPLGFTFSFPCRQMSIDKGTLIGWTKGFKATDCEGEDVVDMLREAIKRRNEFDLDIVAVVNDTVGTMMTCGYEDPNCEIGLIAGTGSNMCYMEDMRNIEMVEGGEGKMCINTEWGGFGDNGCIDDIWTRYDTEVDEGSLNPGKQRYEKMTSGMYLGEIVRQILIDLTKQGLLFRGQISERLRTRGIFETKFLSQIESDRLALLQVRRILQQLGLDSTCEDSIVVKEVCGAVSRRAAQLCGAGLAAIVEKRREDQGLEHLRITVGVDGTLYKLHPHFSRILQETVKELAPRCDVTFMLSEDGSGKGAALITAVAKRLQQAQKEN
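Assay system – recombinant HKDC1 (HK5) hexokinase enzyme, produced in-house · Input – HKDC1 at 5 µg/mL · Reagent – glucose plus 1 mM ATP as hexokinase substrates · Timing – 90 min reaction incubation at room temperature, dark · Measured by – G6PDH/diaphorase-coupled fluorescence, 1 mM NADP, 100 µM resazurin, 525/613 nm · Benchmarks – DMSO-enzyme wells negative, buffer-substituted wells positive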
Active calls of the source: *; . = no result given.

HKDC1 inhibitor	hIAP block	PfGluPho inh	APOBEC3A inh	ATG4B inhibitor	mIAP activ	mIAP inh	hIAP act	canonical_smiles
-6	13	10	2	4	1	-1	0.87	O=C1CCc2cc(S(=O)(=O)N3CCN(c4cccc(C(F)(F)F)c4)CC3)ccc2N1
-1	8	13	-2	-4	1.2	-18	0.92	COc1ccc(NS(=O)(=O)c2cnc[nH]2)cc1
-9	2	22	3	-5	1	-1	0.98	O=C(/C=C/c1ccccc1)NC1CCS(=O)(=O)C1 (stereo not given)
-8	.	11	2	-2	1	-5	.	CCN(CC)C(=O)[C@H]1C[C@H](CC(=O)NCCCN(C)C)C(=O)N2CCc3c([nH]c4cc(CCC(=O)N(C)C)ccc34)[C@]12C
0	-2	4	15	-2	1.1	-13	1	O=C(CCNC(=O)c1ccc(Cl)cc1)Nc1cccc(S(=O)(=O)N2CCCCC2)c1
-4	-21	13	-3	-3	1	-1	1.2	COc1cc([C@@H]2CC=C(C(=O)O)[C@H](c3ccc(C)cc3)N2S(=O)(=O)c2ccc(C)cc2)cc(OC)c1OC
-3	4	0	-2	5	1.1	-10	0.96	CS(=O)(=O)N(CC(=O)Nc1cccc(Br)c1)Cc1ccccc1
5	-6	0	-4	12	1	-4	1.1	COc1ccc(N2CCN(C3CCCN(C(=O)CN4CCCCC4=O)C3)CC2)cc1 (stereo not given)
2	-1	-1	-1	-9	1	-1	1	CCC(=O)N1CCc2cc(S(=O)(=O)N(C)c3ccc(OC)cc3OC)ccc21
2	-16	-5	-2	1	0.93	7	1.2	CC(C)c1ccc(NC(=O)COC(=O)c2nn(C)c(=O)c3ccccc23)cc1

Going on with the list.
HKDC1 inhibitor	hIAP block	PfGluPho inh	APOBEC3A inh	ATG4B inhibitor	mIAP activ	mIAP inh	hIAP act	canonical_smiles
-5	12	11	2	-15	1.1	-6	0.88	CCOC(=O)c1ccc(NC(=O)N2CCN(c3ccccc3OC)CC2)cc1
-4	-6	-8	3	-1	0.93	7	1.1	CC(C)(C)c1ccc(CCC(CC(=O)O)CC(=O)O)cc1
-3	-3	1	2	-12	0.98	2	1	COc1cc(C(=O)Nc2ccc(S(=O)(=O)N3CCc4ccccc43)cc2)cc(OC)c1OC
8	-13	13	-4	1	1.5	-54	1.1	COc1ccc(NC(=O)NC23CC4CC(CC(C4)C2)C3)cc1OC
-7	-12	5	0	-14	1.1	-7	1.1	Cc1ccc(C)c(N(CC(=O)NC(C)(C)C)C(=O)CNC(=O)c2cccs2)c1
-7	-13	-2	1	-6	1	-1	1.1	Cc1ccc(CN2CCN(Cc3cccn3-c3ccccn3)CC2CCO)cc1 (stereo not given)
-6	2	6	-5	4	0.95	4	0.97	CC(=O)Nc1cccc(NC(=O)CCn2cnc3cc(C)c(C)cc32)c1
4	-21	93*	3	1	0.97	3	1.2	O=C(O)c1cc(-c2ccc(-c3ccc(F)cc3)o2)nc2ccccc12
3	14	44	2	-7	0.9	10	0.85	COc1ccc(OC)c(-n2c(-c3ccc(C)cc3)n[nH]c2=S)c1
-3	0	-22	-1	-1	0.92	8	1	CSc1nc2nc3c(c(=O)n2[nH]1)CN(Cc1ccccc1)CC3

Next compounds follow:
HKDC1 inhibitor	hIAP block	PfGluPho inh	APOBEC3A inh	ATG4B inhibitor	mIAP activ	mIAP inh	hIAP act	canonical_smiles
-1	-16	-14	-3	52*	0.95	5	1.2	Cc1ccc(C)c(N2CCN(C(=O)CCCn3c(=S)[nH]c4cc5c(cc4c3=O)OCO5)CC2)c1
-4	-9	6	-1	-8	0.99	1	1.1	O=C(OC(C(=O)NCC1CCCO1)c1ccccc1F)c1ccco1 (stereo not given)
-4	5	-3	-5	2	0.94	6	0.95	CC1CCCN(S(=O)(=O)c2ccc(Br)s2)C1 (stereo not given)
-1	-7	7	6	-9	1.1	-12	1.1	COc1ccc(CNC(=O)CN2C(=O)NC(C)(c3ccc(C(C)(C)C)cc3)C2=O)cc1 (stereo not given)
-5	8	18	-2	11	0.91	9	0.92	COc1ccccc1CNC(=O)C1CCC(=O)N(CCCN2CCCC2=O)C1 (stereo not given)
-3	-43	-2	-4	-4	0.9	10	1.4	Cc1ccc(-c2cc(C(=O)N3CCN(C(=O)c4ccco4)CC3)[nH]n2)c(C)c1
-8	-14	8	1	0	0.84	16	1.1	CC(C)C(NS(=O)(=O)c1cccc2nsnc12)C(=O)Nc1nccs1 (stereo not given)
-3	6	-14	5	3	0.76	24	0.94	CC(C)OC(=O)Cn1nnc(-c2ccccc2)n1
-5	11	18	-2	-7	0.87	13	0.89	Cc1ccc(C2=CSC3=NNC4(CCCCC4)NN23)cc1
-4	10	9	-5	-10	0.94	6	0.9	N/C(=N\O)c1ccc(NC(=O)c2ccc(Br)o2)cc1

Next part
HKDC1 inhibitor	hIAP block	PfGluPho inh	APOBEC3A inh	ATG4B inhibitor	mIAP activ	mIAP inh	hIAP act	canonical_smiles
-2	-4	-10	-5	5	0.96	4	1	O=Cc1ccc(C(=O)OCC(=O)NC(=O)Nc2ccccc2F)cc1
-1	13	19	-5	-7	1	-2	0.87	Cc1c(N=C/C=C/c2ccccc2)cnn1C
-8	2	23	0	-25	1.2	-21	0.98	CCOc1cccc(NC(=O)C2CC(=O)N(C)C(=Nc3cccc(F)c3)S2)c1 (stereo not given)
1	2	-9	5	4	1	0	0.98	Cc1ccc(NC(=O)CN2CCN(c3ccccn3)CC2)cc1S(=O)(=O)N(C)C
-5	-41	1	-6	2	0.91	9	1.4	Cc1ccc(-c2nc(-c3ccncc3)no2)cc1C
-8	-10	-13	-3	2	1.1	-5	1.1	COc1ccccc1CC(=O)NNC(=O)c1ccco1
3	-3	21	4	-1	1.1	-5	1	CCc1ccc2[nH]c(=O)c(CN(Cc3ccc(F)cc3)C(c3nnnn3CCN3CCOCC3)C(C)C)cc2c1 (stereo not given)
3	-5	-7	4	-8	0.97	2	1.1	CCN1CCCC1CNC(=O)c1ccc(N2CCOCC2)c(NS(=O)(=O)c2ccc(OC)cc2)c1 (stereo not given)
-3	-10	-2	3	-13	1.1	-6	1.1	CCCC(=O)Nc1cc(C)c(NC(=O)c2ccncc2)cn1
6	1	2	5	-1	1	0	0.99	OCCNc1nc(-c2ccccc2)nc2ccccc12

The results go on:
HKDC1 inhibitor	hIAP block	PfGluPho inh	APOBEC3A inh	ATG4B inhibitor	mIAP activ	mIAP inh	hIAP act	canonical_smiles
4	-23	-10	2	1	0.99	1	1.2	COCCOC1CCN(C(=O)C2CCC(=O)N(CCc3ccc(OC)cc3)C2)CC1 (stereo not given)
-2	-11	-5	5	8	1.1	-9	1.1	O=C(N/N=C/c1ccc(OC(=O)c2ccc(Br)cc2)cc1)c1ccncc1
1	-16	13	2	9	1.1	-7	1.2	Cc1oc(S(=O)(=O)N(C)C)cc1C(=O)Nc1ccc(F)cc1
-4	3	30	-7	-6	1.1	-13	0.97	S=c1[nH]nc(CN2CCCC2)n1Cc1ccccc1
-4	-17	-19	-3	0	1	0	1.2	COc1ccc(OC)c(S(=O)(=O)NCCCn2ccnc2)c1
-5	-4	8	-6	-4	0.91	9	1	O=C(NCc1ccc2c(c1)OCO2)C(=O)NCC1OCCCN1S(=O)(=O)c1cc(F)ccc1F (stereo not given)
0	-2	38	-4	4	0.86	14	1	Cc1ccc(-c2n[nH]c(=S)n2/N=C/c2cc3c(cc2[N+](=O)[O-])OCO3)cc1
4	8	13	6	-21	1	-3	0.92	O=C(Nc1ccc(Cl)c(S(=O)(=O)N2CCOCC2)c1)c1cc(-c2ccccn2)nc2ccccc12
4	4	-7	-5	3	1.1	-8	0.96	Cc1onc(-c2ccccc2Cl)c1C(=O)N1CCN(C=O)CC1
-9	0	-5	1	-1	0.96	4	1	O=C(NC1CCCCC1)C1CCCN1S(=O)(=O)c1cccc2nsnc12 (stereo not given)

An excerpt from above in order of their number in ATG4B inhibitor, low to high:
| canonical_smiles | HKDC1 inhibitor | hIAP block | PfGluPho inh | APOBEC3A inh | ATG4B inhibitor | mIAP activ | mIAP inh | hIAP act |
| --- | --- | --- | --- | --- | --- | --- | --- | --- |
| O=C(NCc1ccc2c(c1)OCO2)C(=O)NCC1OCCCN1S(=O)(=O)c1cc(F)ccc1F (stereo not given) | -5 | -4 | 8 | -6 | -4 | 0.91 | 9 | 1 |
| COCCOC1CCN(C(=O)C2CCC(=O)N(CCc3ccc(OC)cc3)C2)CC1 (stereo not given) | 4 | -23 | -10 | 2 | 1 | 0.99 | 1 | 1.2 |
| O=C(N/N=C/c1ccc(OC(=O)c2ccc(Br)cc2)cc1)c1ccncc1 | -2 | -11 | -5 | 5 | 8 | 1.1 | -9 | 1.1 |
| Cc1oc(S(=O)(=O)N(C)C)cc1C(=O)Nc1ccc(F)cc1 | 1 | -16 | 13 | 2 | 9 | 1.1 | -7 | 1.2 |

More entries
HKDC1 inhibitor	hIAP block	PfGluPho inh	APOBEC3A inh	ATG4B inhibitor	mIAP activ	mIAP inh	hIAP act	canonical_smiles
-9	-10	-1	-8	5	1	-4	1.1	CCCN(CCC)C(=O)CSc1ncccc1C(=O)O
-10	-21	-9	-3	-1	0.88	12	1.2	CC1(c2ccc(O)cc2)NC(=O)N(c2ccccc2)N1 (stereo not given)
4	-2	13	-1	3	0.95	5	1	Cc1cccc(OCc2nnc(SC(C)C(=O)Nc3ccc(N4CCOCC4)cc3)o2)c1 (stereo not given)
-7	-3	9	1	-7	0.94	6	1	CCN1C(=O)CSc2ccc(C(=O)OC)cc21
-5	-8	11	-3	11	1	-2	1.1	CC(Sc1nnc(Cc2cccs2)n1C1CC1)C(=O)NC1CCS(=O)(=O)C1 (stereo not given)
-6	-5	39	0	-4	1.1	-7	1.1	CC(c1n[nH]c(=S)n1-c1ccc(F)cc1)N1CCCCC1 (stereo not given)
-2	14	12	3	-12	1.1	-7	0.86	CC(C)CCOc1ccc(CO[C@@H]2[C@H]3OC(C)(C)O[C@H]3O[C@@H]2C(O)CO)cc1 (stereo not given in full)
-1	-28	15	-1	-3	1	-4	1.3	CC1CCCCN1CCCNC(=O)c1cc(Br)c(Br)[nH]1 (stereo not given)
-3	22	10	-3	-2	0.91	9	0.78	CCc1cccc(NS(=O)(=O)c2ccc(-n3cccn3)cc2)c1
4	14	13	-2	-32	0.84	16	0.86	COc1cccc(/C=N/NC(=O)c2cccc([N+](=O)[O-])c2)c1OS(=O)(=O)c1ccc(C)cc1
-2	2	-6	-2	-5	1	-4	0.98	COc1ccc2[nH]c(C(O)(Cc3cccnc3)Cc3cccnc3)cc2c1
-3	-42	16	61*	-12	0.96	4	1.4	CC(C)(C)c1cc(C(=O)NNC(=O)Nc2ccccc2)n(Cc2ccccc2)n1
-4	0	2	3	-2	1.1	-5	1	COc1ccc(CN2CCCC(C(=O)c3cccc(OC(C)C)c3)C2)cc1Cn1cccn1 (stereo not given)

Record cards, as listed above:
Shown for CC(C)CCOc1ccc(CO[C@@H]2[C@H]3OC(C)(C)O[C@H]3O[C@@H]2C(O)CO)cc1 (stereo not given in full) = HKDC1 inhibitor: -2; hIAP block: 14; PfGluPho inh: 12; APOBEC3A inh: 3; ATG4B inhibitor: -12; mIAP activ: 1.1; mIAP inh: -7; hIAP act: 0.86
Shown for Cc1ccc(CN2CCN(Cc3cccn3-c3ccccn3)CC2CCO)cc1 (stereo not given) = HKDC1 inhibitor: -7; hIAP block: -13; PfGluPho inh: -2; APOBEC3A inh: 1; ATG4B inhibitor: -6; mIAP activ: 1; mIAP inh: -1; hIAP act: 1.1
Shown for O=C(CCNC(=O)c1ccc(Cl)cc1)Nc1cccc(S(=O)(=O)N2CCCCC2)c1 = HKDC1 inhibitor: 0; hIAP block: -2; PfGluPho inh: 4; APOBEC3A inh: 15; ATG4B inhibitor: -2; mIAP activ: 1.1; mIAP inh: -13; hIAP act: 1
